# Bioassay records as filed in PubChem.
# HBB splicing: hemoglobin beta splicing modulation; HBB splicing reporter cell assay, activation; EGFP reporter with mutant IVS2-654 intron; response scale: normalised to 500 nM splice-correcting PNA; 0.06% of 65,000 active; Potency, µM (doses to about 46.1 µM), for the others: at the top dose activation, actives largely listed as activators; further: potency means the concentration at half of the fitted maximal effect; 0% is about no effect
#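 Compounds were applied for 2 days to HeLa EGFP-654 cells, 500/well in Optimem with 2% FCS. The reporter's EGFP is disrupted by mis-splicing of beta-globin intron IVS2-654. Readout: summed well GFP fluorescence from 488 nm laser scanning; reference was 500 nM antisense […] 654 PNA.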
# Texas Red fluor: Texas Red region autofluorescence. AID 587. max dye-equivalent concentration, M. Compound fluorescence, Texas Red channel, 547/618 nm; stronger effect = higher value. 0.06% of 59,000 active; in the data active means max dye-equivalent concentration above about 10 nM; inconclusive means between about 1.1 nM and that limit
#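 qHTS profiling of intrinsic compound fluorescence; 100 mM Tris pH 8.0; 15 min RT; ex 547 / em 618 nm; response expressed as Texas Red dye-equivalent concentration from six-point plate standard.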
# CRE Fsk mod: modulators of forskolin-stimulated CRE signaling in CHO cells | 2.5% of 71,000 active | AID 662 | Potency, µM (series often up to 38.2 µM), for the others: at the top dose activity change, negative = inhibition, most hits filed as activators | CHO CRE-bla reporter (cAMP response element driving beta-lactamase), forskolin EC10, beta-lactamase ratio; active means well fitted activation curve with a large enough effect in the signal ratio, with a control signal flat, not every such curve was filed as active; inconclusive means small, poorly fitted or top-dose-only effect, or effect the other way, or a change in a side signal; the % refers to the signal ratio; further: potency means the concentration at half of the fitted maximal effect; % of control where 0% means no effect
#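 CHO CRE-bla cells, overnight plating in Opti-MEM with 0.5% dialyzed FBS; cpd titration + EC10 NKH 477, 3 h 37 °C; CCF4 2 h RT; ex 405/em 460 vs 530 ratio → %Activity, AC50.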
# Fluorescein fluor: compound autofluorescence in fluorescein spectral region. Compound autofluorescence, 480/540 nm, fluorescein-equivalent; stronger effect = higher value. max fluorescein-equivalent concentration, M. 0.91% of 59,000 active. AID 593; in the data active means max fluorescein-equivalent concentration above about 10 nM; inconclusive means between about 1.1 nM and that limit
#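 Values reflect compound autofluorescence, normalized to fluorescein on the same plate and reported at each tested concentration. Conditions: 100 mM Tris pH 8.0, room temperature, 15 min, excitation 480 nm, emission 540 nm.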
# A350 autofl: compounds fluorescent in Alexa 350 spectral region; Compound autofluorescence, 340/450 nm, Alexa 350 dye-equivalents; stronger effect = higher value; 11% of 59,000 active; AID 590; max dye-equivalent concentration, M; in the data active means max dye-equivalent concentration above about 10 nM; inconclusive means mostly about 1.1 nM to 9.6 nM
# Ub-GFP proteasome: proteasome inhibitors stabilizing ubiquitin-GFP reporter. Ubiquitin-GFP reporter cells, proteasome inhibition, GFP fluorescence; response scale: untreated = 0%, 10 µM MG-132 = 100%. Potency, µM (series often up to 45.9 µM), inactives show at the highest dose activation (GFP accumulation), hits mostly activators. 67,000 tested, under 10 active. AID 526; active means well fitted activation curve with a large enough effect, not every such curve was filed as active; inconclusive means small, poorly fitted or top-dose-only effect, or another doubt; inactive means no such curve, though single readings can be large or run the other way; further: potency means the concentration at half of the fitted maximal effect
#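 U2OS cells expressing ubiquitin(G76V)-GFP, seeded overnight in 0.5% FBS medium, then treated 4 hr at 37 C across 46 uM to 2.9 nM. GFP-positive cells counted by laser cytometry (488 ex/515 em); %activity scaled between basal and 10 uM MG-132.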
# ERK AVP block: blocks ERK signaling stimulated by vasopressin | HEK293-V1b, vasopressin-stimulated pERK AlphaScreen | Potency, µM (doses to about 57.5 µM), for the others: top-dose activity, negative = inhibition, actives largely listed as inhibitors | 0.99% of 72,000 active | AID 995; further: potency means the concentration at half of the fitted maximal effect; on the % scale 0 is the no-effect control and ±100 the full control effect; nearly all actives have a fitted effect of over 55% in size
#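 V1b-HEK293 cells; cpd 30 min 37C; 25 nM vasopressin 5 min; lyse 10 min; AlphaScreen beads 5 hr RT. Normalized to DMSO basal and 25 nM vasopressin; AC50 by Hill fit.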
# Hsp90 Hop PPI: changes Hsp90-Hop TPR2A binding signal, up or down. AlphaScreen TPR2A-His6 binding biotin-Hsp90 C-terminal peptide. Potency, µM (top dose mostly 57 µM), for inactives: at the top dose activity change, negative = inhibition. 0.44% of 71,000 active. AID 595; active means well fitted curve in either direction with a large enough effect; inconclusive means small, poorly fitted or top-dose-only effect, or another doubt; further: potency means the concentration at half of the fitted maximal effect; on the % scale 0 is the no-effect control and ±100 the full control effect; many of its hits are not listed in these tables
# FLuc inh: inhibitors of firefly luciferase; P08659; purified firefly luciferase, luminescence, 8 min; Potency, µM (titrated, usually from 57.1 µM), without a hit: at the highest dose activity change, negative = inhibition, actives largely listed as inhibitors; 2.2% of 72,000 active; AID 411; further: potency means the concentration at half of the fitted maximal effect; on the % scale 0 is the no-effect control and ±100 the full control effect; nearly all actives have a fitted effect of over 40% in size
# Target sequence (P08659 whole entry, looked up): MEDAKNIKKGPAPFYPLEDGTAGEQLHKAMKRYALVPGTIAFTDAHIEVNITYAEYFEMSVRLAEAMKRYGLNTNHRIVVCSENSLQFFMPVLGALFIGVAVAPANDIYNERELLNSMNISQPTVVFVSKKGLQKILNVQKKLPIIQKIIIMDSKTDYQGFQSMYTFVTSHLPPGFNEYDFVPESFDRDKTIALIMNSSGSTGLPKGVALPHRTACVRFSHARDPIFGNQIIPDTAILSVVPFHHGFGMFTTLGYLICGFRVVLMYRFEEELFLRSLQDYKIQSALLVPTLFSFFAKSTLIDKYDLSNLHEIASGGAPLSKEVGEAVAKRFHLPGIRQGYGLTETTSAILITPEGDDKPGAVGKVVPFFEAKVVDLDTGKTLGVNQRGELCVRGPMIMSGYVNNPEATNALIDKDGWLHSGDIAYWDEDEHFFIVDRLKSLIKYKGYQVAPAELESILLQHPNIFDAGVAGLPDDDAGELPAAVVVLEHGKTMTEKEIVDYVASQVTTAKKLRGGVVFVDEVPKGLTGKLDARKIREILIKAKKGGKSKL
#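 Here, luciferase activity is measured as luminescence following an 8 min room-temperature reaction at 10 uM ATP, pH 7.2. Every library sample is titrated.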
# 4MU fluor: compounds fluorescent in 4-MU spectral region. max dye-equivalent concentration, M. 11% of 59,000 active. compound autofluorescence, 340/450 nm, 4-MU equivalents; stronger effect = higher value; in the data active means max dye-equivalent concentration above about 10 nM; inconclusive means mostly about 1.1 nM to 9.6 nM
#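 Compounds in 100 mM Tris, pH 8.0, sat 15 min at room temperature before fluorescence was read at 340 nm excitation/450 nm emission; a per-plate six-point 4-MU standard curve converted signals to dye-equivalent concentration at each compound concentration.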
# Epigenetic mod: derepresses silenced GFP locus in mouse C127i cells. 0.09% of 68,000 active. Potency, µM (series often up to 46.1 µM), for inactives: top-dose GFP derepression (activation). mouse C127i GFP locus derepression, cytometry, 30 h. AID 597; further: % of control where 0% means no effect
#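 Derepression screen: silenced CMV-GFP reporter in murine C127i cells, 30 h compound incubation at 37 C, washed cells imaged by laser-scanning cytometer to enumerate GFP-expressing objects of 20 to 120 um.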
# Numbers without * were called inactive; i = inactive; ? = inconclusive; . = not tested or not shown; [ ] = another dose, or the depositor's remark. Unless noted, the call rests on the fitted dose curve; in most records, active means well fitted curve in the direction sought with a large enough effect; inconclusive means small, poorly fitted or top-dose-only effect, or another doubt; inactive means no such curve, though single readings can be large; an effect the other way counts as inactive or inconclusive. The list is partial; rates above refer to the full screens.
# The line under a structure holds: HBB splicing	Texas Red fluor	CRE Fsk mod	Fluorescein fluor	A350 autofl	Ub-GFP proteasome	ERK AVP block	Hsp90 Hop PPI	FLuc inh	4MU fluor	Epigenetic mod
O=C(CSc1nnc(-c2ccco2)n1Cc1ccccc1)c1ccc(F)cc1
    -0.2%[57.5 µM]	i	-7%	i	?	-2%	7%	-5%	-4%	i	1%
O=C(O)c1cccc(-n2cnnn2)c1
    3.0%	.	-2%	.	.	3%	-2%	-1%	4%	.	-2%
CCOc1nc(SCCOc2ccc(C)cc2)nc(N(C)C)n1
    .	i	.	?	i	.	.	.	0%[25.5 µM]	i	0%[20.6 µM]
Cc1nc(SCC(=O)OCc2ccccc2)c2c(=O)n(C)c(=O)n(C)c2n1
    1.1%	.	16%	.	.	-7%	.	3%	2%	.	.
CCSc1nnc(NC(=O)CSc2nccn2-c2cc(C)cc(C)c2)s1
    -1.9%	i	-2%	i	i	6%	4%	-4%	1%	i	0%
O=C1N(CN2CCC3(CC2)OCCO3)c2ccccc2C12OCCCO2
    2.0%[1.84 µM]	i	?	i	?	-7%	20%	-1%	1%	i	0%
Cc1noc(C)c1COc1cccc(C(=O)Nc2ccc(C#N)cc2)c1
    -0.2%[57.5 µM]	i	11%	?	i	-2%	12%	3%	-9%	i	-3%
Cc1cccc(C#N)c1NC1=CC(=O)CC(C)(C)C1
    1.1%[57.5 µM]	?	-7%	?	?	0%	7%	0%	0%	?	-1%
COc1cccc(-c2cc(C(=O)N3C(C)CCCC3C)no2)c1 (stereo unspecified)
    -1.7%	i	?	i	i	-4%	14%	4%	-25%	i	-2%
CCOC(=O)CCC(=O)c1c(C)oc2ccc(OC)cc12
    -0.5%	i	12%	i	i	-5%	-11%	27%	-5%	i	2%
c1ccc(Cc2nn3c(COc4ccccc4)nnc3s2)cc1
    -0.7%	i	-4%	i	i	-4%	-7%	-3%	2%	i	0%
c1csc(Cc2nc(-c3ccc(-n4cccc4)cc3)no2)c1
    -0.2%	.	11%	.	.	-2%	3%	0%	-9%	.	0%
COc1ccc2c(c1)C(=O)OC2CC(=O)O (stereo unspecified)
    -0.4%[57.5 µM]	i	-1%	?	i	-4%	16%	1%	1%	i	-1%
CCN(CC)CC(=O)n1c2c(c3ccccc31)CCCC2
    -5.0%	.	4%	.	.	-3%	-5%	-3%	4%	.	0%
CCOC(=O)c1c(-c2cccs2)csc1NC(=O)c1ccco1
    0.1%	i	12%	?	1.5e-08M*	1%	-12%	2%	0%	1.5e-08M*	0%
c1ccc(-c2noc(CSc3nnnn3-c3ccccc3)n2)cc1
    -0.3%	.	-1%	.	.	-11%	6%	?	2%	.	5%
CCC(=O)NCCNC(=O)c1c(SC)nsc1SC
    0.0%	i	3%	i	?	6%	21%	-3%	0%	?	2%
CC(C)CCn1c(CN2CCOCC2)nc2c1c(=O)n(C)c(=O)n2C
    0.3%	.	-10%	.	.	-7%	.	2%	-1%	.	.
O=C(O)c1ccccc1C1c2ccccc2Oc2ccccc21
    0.3%[9.22 µM]	i	7%[7.6 µM]	?	?	0%[9.17 µM]	15%[11.5 µM]	5%[11 µM]	4%[11.4 µM]	?	-5%[9.22 µM]
COc1cccc2sc(Nc3nc(-c4ccccn4)cs3)nc12
    -0.5%	i	-28%	i	?	-2%	-29%	?	?	?	?

# 3 entries from above, as labelled records:
Compound: Cc1nc(SCC(=O)OCc2ccccc2)c2c(=O)n(C)c(=O)n(C)c2n1
- HBB splicing = 1.1%
- Texas Red fluor = .
- CRE Fsk mod = 16%
- Fluorescein fluor = .
- A350 autofl = .
- Ub-GFP proteasome = -7%
- ERK AVP block = .
- Hsp90 Hop PPI = 3%
- FLuc inh = 2%
- 4MU fluor = .
- Epigenetic mod = .

Compound: CCSc1nnc(NC(=O)CSc2nccn2-c2cc(C)cc(C)c2)s1
- HBB splicing = -1.9%
- Texas Red fluor = i
- CRE Fsk mod = -2%
- Fluorescein fluor = i
- A350 autofl = i
- Ub-GFP proteasome = 6%
- ERK AVP block = 4%
- Hsp90 Hop PPI = -4%
- FLuc inh = 1%
- 4MU fluor = i
- Epigenetic mod = 0%

Compound: O=C1N(CN2CCC3(CC2)OCCO3)c2ccccc2C12OCCCO2
- HBB splicing = 2.0%[1.84 µM]
- Texas Red fluor = i
- CRE Fsk mod = ?
- Fluorescein fluor = i
- A350 autofl = ?
- Ub-GFP proteasome = -7%
- ERK AVP block = 20%
- Hsp90 Hop PPI = -1%
- FLuc inh = 1%
- 4MU fluor = i
- Epigenetic mod = 0%

# Later entries:
# The line under a structure holds: HBB splicing	Texas Red fluor	CRE Fsk mod	Fluorescein fluor	A350 autofl	Ub-GFP proteasome	ERK AVP block	Hsp90 Hop PPI	FLuc inh	4MU fluor	Epigenetic mod
O=C(CSc1nnnn1Cc1ccccc1)Nc1ccc2c(c1)OCCO2
    0.2%	i	-14%	?	i	-5%	-20%	-6%	-4%	i	-1%
O=C(CCCC(=O)N(CC(=O)NC1CCCCC1)Cc1ccco1)Nc1ccccn1
    .	i	-3%	i	i	-3%	-9%	-5%	1%	i	1%
CCC1CCCCN1CC(=O)c1c(C)[nH]c2ccccc12 (stereo unspecified)
    7.8%[1.84 µM]	?	4%	?	?	-4%	2%	-4%	1%	3.2e-08M*	2%
NC(=O)C1(N2CCCCC2)CCN(c2nc(-c3ccccc3)cs2)CC1
    .	?	5%	i	i	0%	13%	-17%	-3%	i	0%
Cc1ccc(Cn2c(=S)[nH]c3ccc(N4CCOCC4)cc3c2=O)o1
    13%[0.369 µM]	i	?	?	2e-08M*	3%	32%	?	-24%	1.7e-08M*	9%
COc1ccc(NC(=O)CN(c2cccc(F)c2)S(C)(=O)=O)cc1OC
    0.3%	i	?	i	i	-4%	-14%	-3%	0%	i	4%
Cc1ccc(N2C(=O)c3ccccc3C2(O)c2ncc[nH]2)cc1 (stereo unspecified)
    0.0%	.	2%	.	.	12%	-10%	0%	0%	.	2%
CS(=O)(=O)Nc1ccc(C(=O)NCc2ccccn2)cc1
    0.9%	i	-9%	i	i	-4%	-8%	1%	3%	i	0%
CC1CCCCC1NC(=O)Cn1[nH]c(=O)c2ccccc2c1=O (stereo unspecified)
    -0.3%[57.5 µM]	i	4%	i	i	4%	-24%	0%	-1%	i	0%
CC(=O)c1c(C)[nH]c(C(=O)NCCCN2CCCC2)c1C
    -2.0%	i	16%	i	i	2%	19%	-7%	-1%	i	8%
COc1ccc(C2N(c3cc(Cl)ccc3OC)C(=O)C3CCCN32)cc1OC (stereo unspecified)
    -0.5%	.	8%	.	.	9%	-11%	-1%	0%	.	-2%
COc1ccc(C2OC(=O)c3ccccc3S2)cc1 (stereo unspecified)
    3.6%[0.0738 µM]	.	?	.	.	5%[9.17 µM]	?	23%[11 µM]	-4%	.	-2%
COC(=O)C(Nc1nccs1)(OC)C(F)(F)F (stereo unspecified)
    -1.6%	i	1%	?	i	10%	-8%	-3%	3%	i	2%
Cc1ccc(C(=O)CSc2nnc(CNc3ccc(C)cc3C)n2Cc2ccco2)cc1
    -0.9%	?	?	i	i	5%	-2%	-23%	1%	i	0%
N[C@@H](CNO)C(=O)O
    4.4%[9.22 µM]	i	-2%[7.6 µM]	i	i	-11%[9.17 µM]	4%[11.5 µM]	-2%[11 µM]	2%[11.4 µM]	i	7%[9.22 µM]
CC(=O)OC1CSc2nc3ccccc3n2C1 (stereo unspecified)
    0.3%[57.5 µM]	i	-2%	i	i	-1%	4%	2%	-3%	i	-1%
CC(=O)c1cccc(NC(=O)Nc2ccc(C(=O)N3CCCC3)cc2)c1
    -1.5%	?	-16%	i	?	-3%	12%	0%	2.5µM*	?	-3%
O=C(CCC(=O)OCC(F)(F)C(F)F)Nc1ccc(Cl)cc1
    0.1%[9.22 µM]	.	-1%	.	.	-7%	-4%	-2%	0%	.	-2%
Cc1ccc(C2/C(=C(/O)c3cnn(-c4ccccc4)c3C)C(=O)C(=O)N2CCN2CCOCC2)o1 (stereo unspecified)
    .	i	.	?	i	.	.	.	-6%[25.5 µM]	i	6%[20.6 µM]
CC(C)(C)n1nnnc1C(c1ccccc1F)N1CCN(C2CCCC2)CC1 (stereo unspecified)
    -0.1%[57.5 µM]	i	-1%	i	i	2%	3%	1%	-11%	i	-2%
CCOC(=O)c1ccc2c(c1)N(Cc1ccccc1C)C(=O)c1ccccc1S2=O (stereo unspecified)
    4.8%[0.369 µM]	?	?	?	i	.	3%	-2%	5%	i	-2%
CCOC(=O)C1CCN(c2nc(-c3ccccc3)nc3c2oc2ccccc23)CC1
    4.8%[57.5 µM]	?	?	?	?	-1%	5%	26%	1%	?	0%
COc1ccc(CN2C(=O)c3ccccc3C2C(=O)NCC2CCCO2)c(OC)c1 (stereo unspecified)
    1.7%	?	-7%	i	i	-4%	1%	7%	2%	i	1%
